# High-throughput results as filed in PubChem BioAssay.
# NCOA2 inhibitor: human SRC2 (NCOA2) inhibition; Q15596; HEK293 GAL4-SRC2 luciferase reporter, luminescence; inhibition, % at 9 µM; 0.17% of 370,000 active;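 active = inhibition above the mean inhibition of all tested compounds plus 3 SD, set per campaign, cut at about 52% in these data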;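 also: 0% = DMSO treated cells and 100% = cells given Gossypol at 36 µM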
# TLR9-MyD88 block: inhibitors of human TLR9-MyD88 binding; Q9NR96+Q99836; 0.21% of 340,000 active; inhibition, % at 4.98 µM; CHO BLA complementation TLR9-MyD88, CCF4 FRET ratio;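 active = inhibition above the mean over all tested compounds plus 3 SD, cut at about 21% in these data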;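 also: 0% = DMSO only wells and 100% = clavulanate BLA inhibitor control wells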
# TRAIL sens C8: caspase-8 TRAIL sensitization | 1% of 360,000 active | NB7+C8 cells + TRAIL, ATPlite viability luminescence | AID 624354 | inhibition (viability loss, TRAIL sensitization), % at 10 µM;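 active = compounds causing at least 50% loss of cell viability in the single-dose screen, relative to plate controls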
# SRC1 inh: inhibitors of human steroid receptor coactivator 1 (SRC1) | Q15788 | HEK293 GAL4-SRC1 luciferase reporter, luminescence | inhibition, % at 3.6 µM | 0.12% of 360,000 active | AID 588354;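 active = inhibition above the campaign mean plus 3 SD, with each screening campaign given its own cutoff, cut at about 60% in these data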;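 also: 0% = DMSO treated cells and 100% = gossypol at 36 µM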
# LMP1 NFkB inh: reduces LMP1-driven NF-kappaB luciferase signal | LMP1-induced NF-kappaB luciferase reporter cells, luminescence | inhibition, % at 12.5 µM | 0.69% of 350,000 active | AID 504558; in the data active = inhibition above about 41%;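 also: 0% = neutral control wells and 100% = reference inhibitor control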
# SRC3 inh: inhibits human SRC3 coactivator; inhibition, % at 3.6 µM; 0.17% of 360,000 active; Q9Y6Q9; HEK293 GAL4-SRC3 luciferase reporter, luminescence;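 active = inhibition above a per-campaign cutoff, the mean of all compounds plus 3 SD, cut at about 60% in these data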;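 also: 0% = DMSO-treated cells and 100% = gossypol-treated cells at 36 µM; higher means less SRC3-driven luciferase light from the GAL4 reporter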
# NOD2-RIPK2 inh: inhibitors of human NOD2-RIPK2 interaction. AID 624267. CHO BLA complementation NOD2-RIPK2, CCF4 ratio. inhibition, % at 4.98 µM. 0.38% of 360,000 active; in the data active = inhibition above about 21%;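 also: 0% = vehicle only and 100% = reference blocker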
# Target sequence (O43353 whole entry, looked up): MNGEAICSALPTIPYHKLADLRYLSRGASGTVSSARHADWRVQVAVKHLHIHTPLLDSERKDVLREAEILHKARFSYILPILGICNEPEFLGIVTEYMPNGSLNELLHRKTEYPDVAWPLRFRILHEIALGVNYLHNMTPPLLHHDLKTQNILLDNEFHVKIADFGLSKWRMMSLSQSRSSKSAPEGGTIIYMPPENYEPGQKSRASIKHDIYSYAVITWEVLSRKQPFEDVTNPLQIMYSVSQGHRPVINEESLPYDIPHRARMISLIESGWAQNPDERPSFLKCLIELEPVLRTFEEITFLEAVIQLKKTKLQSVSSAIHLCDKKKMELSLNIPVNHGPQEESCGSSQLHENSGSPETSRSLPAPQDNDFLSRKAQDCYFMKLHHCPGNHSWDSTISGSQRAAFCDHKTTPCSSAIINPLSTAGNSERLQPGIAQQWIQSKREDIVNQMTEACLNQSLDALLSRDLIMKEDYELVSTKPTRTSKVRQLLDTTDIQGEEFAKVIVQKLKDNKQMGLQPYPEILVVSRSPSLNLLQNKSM
# TROY signal inh: TROY signaling inhibition | 0.98% of 360,000 active | inhibition, % at 10 µM | AID 1347056 | Q293 LMP1-TROYcd NF-kB luciferase reporter, 4 h;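 active = compounds whose plate-normalised and pattern-corrected inhibition of the luciferase reporter signal at the single screening dose is 50% or more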
# TWEAK Fn14 block: TWEAK-Fn14 signaling inhibition; TWEAK-stimulated Fn14 reporter cells, luciferase luminescence, 8 h; inhibition, % at 10 µM; 2% of 360,000 active; AID 1159606; in the data active = inhibition above about 50%
# LRH-1 inv ag: NR5A2 inverse agonism in reporter assay. O00482. HEK293T StAR-luciferase reporter, LRH-1 transfected, 24 h. inhibition, % at 3.6 µM. 0.13% of 360,000 active. AID 602396;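 active = inhibition above the mean inhibition of all tested compounds plus 3 SD, cut at about 73% in these data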;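 also: 0% = DMSO wells and 100% = reporter-only cells lacking LRH-1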
# COUP-TFII inh: blocks human COUP-TFII nuclear receptor | P24468 | HEK293T NGFI-A luciferase reporter, luminescence | inhibition, % at 8.6 µM | 0.7% of 370,000 active;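 active = inhibition above a per-plate cutoff, mean inhibition of test wells between control levels plus 3 SD, cut at about 38% in these data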;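 also: cells cotransfected with COUP-TFII expression vector driving the NGFI-A reporter; 0% = median of COUP-TF2 test wells and 100% = reporter-only cells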
# Target sequence (P24468 whole entry, looked up): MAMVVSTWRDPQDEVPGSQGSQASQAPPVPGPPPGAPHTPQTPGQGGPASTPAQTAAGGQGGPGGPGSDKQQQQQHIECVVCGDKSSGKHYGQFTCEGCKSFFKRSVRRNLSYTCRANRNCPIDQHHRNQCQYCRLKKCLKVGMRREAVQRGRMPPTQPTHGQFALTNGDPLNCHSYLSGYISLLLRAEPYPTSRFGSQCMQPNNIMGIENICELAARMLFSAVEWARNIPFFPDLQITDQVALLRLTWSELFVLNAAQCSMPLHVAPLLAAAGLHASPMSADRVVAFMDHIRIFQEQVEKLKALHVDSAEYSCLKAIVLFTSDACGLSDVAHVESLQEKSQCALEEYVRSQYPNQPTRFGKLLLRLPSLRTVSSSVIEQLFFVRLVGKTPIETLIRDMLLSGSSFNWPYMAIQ
# Active calls of the source: *; nt = not tested or not shown. The list is partial; count on the stated rates, not on these rows.
SMILES,NCOA2 inhibitor,TLR9-MyD88 block,TRAIL sens C8,SRC1 inh,LMP1 NFkB inh,SRC3 inh,NOD2-RIPK2 inh,TROY signal inh,TWEAK Fn14 block,LRH-1 inv ag,COUP-TFII inh
c1ccc2c(CN3CCOCC3)c3ccccc3c(CN3CCOCC3)c2c1,-10.3,-0.3,3.9,-5.1,-3.6,-0.2,-1.4,-60.1,-17.4,5.1,0.5
Cc1ccc(NC(=O)c2ncn(CC(=O)NCc3ccc4[nH]ccc4c3)n2)cc1C,-1.8,-5.5,15.5,-47.8,-4.9,-28.5,1.9,-29.2,7.8,-7.4,-18.9
C=CC[C@@H](CC(=O)N[C@H](CO)Cc1ccccc1)C(=O)N[C@@H](COC(=O)[C@@H](CC=C)CC(=O)OC(C)(C)C)Cc1ccccc1,-10.6,-0.3,12.5,14.3,1.3,-5.9,-2.2,-1.4,11.5,-11.6,-6.7
CCN(C(=O)COC(=O)c1cc2c(s1)CCC(C)C2)c1c(N)n(Cc2ccccc2)c(=O)[nH]c1=O (stereo unspecified),19.4,-10.9,9.6,-6.1,-1.8,4.3,-4.8,7.1,5.4,-18.0,4.5
CC(C)OCCCNC(=O)COCC(=O)Nc1ccc(OCCc2ccccc2)cc1,14.2,-4.9,6.9,-36.0,-11.3,-15.6,-5.7,14.7,-6.7,-3.3,10.6
CCN1C(=NCC(C)C)N[C@@H](c2cccc(C(F)(F)F)c2)C(C(=O)OC)=C1C,-2.5,-5.2,8.7,-9.3,0.9,2.2,1.1,-9.1,0.1,-12.2,-0.4
O=C(CN1CCOCC1)NCCNC(=O)CN1CCOCC1,-32.8,-17.3,-24.1,8.6,-8.1,-5.2,-2.4,6.5,-8.2,2.1,11.5
O=C(CCCCCn1c(=S)[nH]c2ccc(N3CCOCC3)cc2c1=O)NCc1cccc(Cl)c1,12.8,18.6,-23.7,-10.6,0.6,-10.2,-9.6,4.0,7.1,11.8,-6.2
c1ccc(OCCN2CCNCC2)cc1,6.6,-11.1,-1.1,-8.0,6.4,-0.8,-13.9,4.6,-1.1,-28.1,-7.0
CC(C)(C)c1ccc(OCC(=O)N/N=C/c2ccc(N3CCOCC3)cc2)cc1,8.5,-1.5,0.3,-29.2,4.2,0.8,-0.1,9.1,-3.3,3.9,-3.8
CCc1ccc(-c2cc(C)no2)cc1S(=O)(=O)N1CCN(C(=O)c2ccco2)CC1,-21.0,-20.6,10.4,-8.7,-1.1,15.9,1.7,3.8,-8.8,-24.3,-4.3
COc1cc(C(=O)Nc2ccc3c(c2)OCCO3)ccc1-n1cnnn1,-9.7,-4.5,2.7,-12.5,4.4,4.6,-4.9,-29.1,0.7,-9.5,-2.5
CCCCC(=O)NC(c1ccc(C(C)C)cc1)c1ccc2cccnc2c1O (stereo unspecified),25.4,5.7,10.3,42.5,50.0*,67.9*,-5.6,15.9,21.6,6.6,-4.8
Cc1cc(C(=O)Cn2cc(C(F)(F)F)ccc2=O)c(C)n1-c1ccccc1,-21.6,2.3,-7.5,-9.1,12.7,7.0,7.9,2.9,7.2,16.7,-2.6
COc1ccc(CNCc2ccc(C)cc2)c(OC)c1,8.3,0.1,-5.0,9.8,4.4,5.7,-7.7,-0.2,-2.9,6.0,0.8
COC1=CC(=O)OC(c2ccccc2C(F)(F)F)C1 (stereo unspecified),1.7,nt,9.1,nt,nt,nt,1.9,nt,nt,-4.9,-3.8
Cc1cccc(C)c1-n1nnnc1C(c1ccnc2ccccc12)N1CCN(C(=O)OC(C)(C)C)CC1 (stereo unspecified),10.3,nt,10.6,nt,nt,nt,-4.8,-5.3,23.1,7.6,-10.6
O=C(O)CN1C(=O)c2ccc(Oc3ccc4c(c3)C(=O)N(CC(=O)O)C4=O)cc2C1=O,3.5,8.6,-4.9,-18.6,-4.2,18.2,3.6,17.0,28.3,-3.3,7.2
CC(C)(C)OC(=O)N1CCN(C(=O)c2ncn(Cc3ccccc3)c2C(=O)N2CCN(C(=O)OC(C)(C)C)CC2)CC1,12.1,0.4,-6.3,-2.9,0.2,-1.4,-3.2,7.3,14.3,7.3,12.2
COc1cccc(NC(=O)CSc2nnnn2C2CCCC2)c1,-17.5,1.3,-18.1,-11.9,-8.4,5.6,7.4,-17.0,23.5,11.2,-0.2
COc1cc(CN2CCNC(=O)C2CC(=O)O)cc(OC)c1 (stereo unspecified),-32.5,2.3,-5.4,-5.8,6.4,9.8,2.6,7.0,13.1,3.5,-6.6
O=c1oc(=S)oc2c1[C@H](c1ccc(Cl)cc1)O[C@H](C1CC1)C2,-34.4,nt,-12.4,nt,nt,nt,-0.2,-4.3,8.5,1.0,5.9
CCCN1CCN(c2ccc([N+](=O)[O-])cc2C#N)CC1,-12.1,-5.1,-0.2,7.2,-23.5,13.7,-7.7,-9.9,-1.1,-8.4,-1.6
COc1cc(OC)cc(C(=O)Nc2cc(C)nn2-c2ccccc2)c1,-14.9,-7.5,-29.1,-3.1,1.7,10.7,-28.5,7.9,8.2,8.9,-1.4
CCOC(=O)c1cnc2ccc(Cl)cc2c1N1CCN(C)CC1,0.9,1.6,-12.2,-0.5,-0.7,-0.1,-10.9,10.6,25.3,3.2,-2.8
COc1ccc(NC(=O)CS(=O)c2ccc(F)cc2)cc1 (stereo unspecified),-14.5,-3.1,-15.5,-32.5,-1.3,-29.5,-3.5,2.6,-1.3,7.8,-5.9
C#CCOCC1CN(C)C(=O)O1 (stereo unspecified),-1.4,-5.7,-17.2,-1.2,0.1,7.2,-2.7,-15.8,-6.2,19.0,1.7
O=C1Nc2ccccc2/C1=C\C(=O)c1ccccc1,19.7,1.0,15.2,0.0,1.5,6.1,29.6*,20.5,43.9,-9.7,3.3
Cc1csc(NC(=O)CSc2nc3ccccc3c(=O)[nH]2)n1,-35.4,2.5,15.6,-7.7,5.8,6.9,-1.2,3.0,-3.7,-7.8,-5.5
O=C(O)CCC(=O)Nc1nc2ccc([N+](=O)[O-])cc2s1,27.2,-18.3,4.7,2.8,-1.1,5.2,-7.2,-12.3,-2.2,-6.2,0.6
CCOC(=O)C1CCN(C(=O)c2cc(S(=O)(=O)N3CCOCC3)ccc2C)CC1,8.5,-3.6,-6.5,-6.7,-4.6,-25.4,-3.1,-0.5,10.3,2.2,-5.5
O=C(/C=C/c1cccc(Cl)c1)NCc1cccs1,0.6,-1.2,-8.1,-44.2,-7.7,-2.0,3.6,-52.1,-17.5,-40.7,0.9
Cc1c(C(=O)c2cccc(F)c2)c2ccccn2c1CCC#N,-9.6,-9.9,-4.4,1.9,12.4,0.8,-5.7,0.1,9.2,-26.8,-6.7
CSCCC(c1nnnn1C(C)(C)C)N1CCN(C/C=C/c2ccccc2)CC1 (stereo unspecified),0.2,nt,-11.9,-16.0,nt,5.1,4.6,-12.3,-3.2,17.6,1.8
CN1C(=O)C2(OCC(C)([N+](=O)[O-])CO2)c2ccccc21 (stereo unspecified),18.6,-11.1,-3.2,-0.8,0.3,6.9,-1.4,16.9,-1.3,13.2,-18.1
CCOC(=O)c1c(C)n(C)c2ccc(OCCN(C)C)cc12,-36.7,-5.1,-0.6,2.9,2.4,7.7,-1.9,-6.2,-0.6,12.8,0.7
CSc1nc(=S)n(-c2ccccc2)c(C)c1C(C)=O,-4.0,1.2,-11.8,0.1,-0.8,-7.6,-2.0,-11.0,-5.1,4.2,-3.1
CCOc1cc(NC(=S)NCC2CCCO2)c(OCC)cc1NC(=O)c1cccc(F)c1 (stereo unspecified),-5.8,-7.5,-3.4,-14.0,-1.1,-8.9,-10.9,8.8,9.4,3.6,6.8
Cn1cc(C(=O)NCN2CCCCC2)c2ccccc21,-30.9,-2.5,2.2,-6.6,5.0,3.8,2.9,-6.6,11.2,3.9,-11.1
CCOC(=O)N1CCC(NC(=O)C2CCCN(Cc3nc(-c4cccc(Cl)c4)oc3C)C2)CC1 (stereo unspecified),27.9,-1.6,28.7,13.1,52.5*,16.6,-12.5,21.5,39.1,14.6,48.2*
CN(CC(=O)Nc1cccc(F)c1)C(=O)c1cccnc1Sc1ccccc1,16.4,-1.7,-6.2,-5.2,4.1,11.7,-3.9,-14.1,0.2,-11.4,-14.9
NNC(=O)c1cccc(COCC(F)(F)C(F)F)c1,-0.8,-13.2,-9.8,-3.7,-5.3,10.6,-7.0,-15.9,-3.6,-18.8,-10.5
O=C(O)/C(=C\c1c(C(=O)O)[nH]c2cc(Cl)cc(Cl)c12)c1ccccc1,-5.7,-8.4,-11.7,-2.9,-1.4,8.2,-3.0,-13.8,-5.5,12.8,-18.2
CCOC(=O)c1c(C)[nH]c(C)c1C(=O)COC(=O)/C=C/c1cccc(Cl)c1,30.9,-4.0,-5.0,2.1,11.7,37.6,-8.8,12.6,-1.1,-9.6,-11.3
CCCC[C@@H]1CNC(=O)C(=O)N1CC(C)(C)C,5.7,-7.3,1.9,-7.3,6.6,10.0,-3.3,0.8,-4.0,-0.5,12.1
CC(=O)OCCCN1c2ccccc2Nc2nnc(-c3ccccc3)cc21,-67.5,2.3,42.0,-56.1,-16.6,-56.0,-4.1,-80.7,17.8,-171.1,-55.3
CC(=O)NS(=O)(=O)c1ccc(Nc2ccc([N+](=O)[O-])c3nonc23)cc1,-44.1,3.5,7.1,-3.5,-7.4,8.1,-5.8,-1.3,-0.4,-14.6,14.5
OCCOC1CCCc2oc(-c3ccccc3)c(C#CC3(O)CCCCC3)c21 (stereo unspecified),-16.5,nt,-2.9,nt,nt,nt,7.9,-12.4,8.9,5.2,-7.2
Cc1ccc(-c2ccc(=O)n(CCC(=O)NCCN3CCCCC3C)n2)cc1 (stereo unspecified),-14.3,-2.9,-1.2,-0.5,-1.2,7.2,-9.4,nt,87.3*,-0.7,0.7
Cc1ccc(C(O)c2ncc(-c3ccc4ccccc4c3)[nH]2)cc1F (stereo unspecified),-8.9,nt,-21.7,-5.7,nt,-25.8,-0.8,-11.6,-18.5,-21.1,-24.2
CC(=O)N1c2ccc(S(=O)(=O)NCCC(=O)N3CCCC(C)C3)cc2CC1C (stereo unspecified),20.8,2.6,1.9,14.6,-3.3,-2.2,5.4,-8.4,-0.3,2.2,-15.3
CCOC(=O)c1ccc(S(=O)(=O)N2CCN(C(=O)c3ccccn3)CC2)cc1,-30.6,0.6,-16.5,5.1,-2.7,1.5,0.8,-3.6,17.5,4.5,11.1
C#CCOCCOCCOCCNc1nc(N2CCN(C(=O)C([C@@H](C)CC)n3cc(C(N)Cc4ccc(O)cc4)nn3)CC2)nc(N2CCN(C(=O)[C@H](CCC(=O)O)n3cc(C(N)CO)nn3)CC2)n1 (stereo partly specified),nt,-6.1,-12.3,-14.1,4.0,-7.8,-16.2,-7.2,-5.7,-13.9,nt
Fc1ccc(Br)cc1SCCc1ccncc1,-3.1,-11.3,8.9,-17.7,2.7,0.2,5.0,-14.9,-3.9,42.0,17.1
